GCN5L2 inh = qHTS Assay for Inhibitors of GCN5L2; Potency, µM (highest dose often 58.9 µM), for inactives: top-dose activity change, negative = inhibition, hits mostly inhibitors; Histone acetyltransferase KAT2A (Homo sapiens), Q92830; 0.21% of 390,000 active; GCN5L2 HAT assay, ThioGlo1 CoA-SH fluorescence; AID 504327, 2011
Target sequence (Q92830 whole entry, looked up): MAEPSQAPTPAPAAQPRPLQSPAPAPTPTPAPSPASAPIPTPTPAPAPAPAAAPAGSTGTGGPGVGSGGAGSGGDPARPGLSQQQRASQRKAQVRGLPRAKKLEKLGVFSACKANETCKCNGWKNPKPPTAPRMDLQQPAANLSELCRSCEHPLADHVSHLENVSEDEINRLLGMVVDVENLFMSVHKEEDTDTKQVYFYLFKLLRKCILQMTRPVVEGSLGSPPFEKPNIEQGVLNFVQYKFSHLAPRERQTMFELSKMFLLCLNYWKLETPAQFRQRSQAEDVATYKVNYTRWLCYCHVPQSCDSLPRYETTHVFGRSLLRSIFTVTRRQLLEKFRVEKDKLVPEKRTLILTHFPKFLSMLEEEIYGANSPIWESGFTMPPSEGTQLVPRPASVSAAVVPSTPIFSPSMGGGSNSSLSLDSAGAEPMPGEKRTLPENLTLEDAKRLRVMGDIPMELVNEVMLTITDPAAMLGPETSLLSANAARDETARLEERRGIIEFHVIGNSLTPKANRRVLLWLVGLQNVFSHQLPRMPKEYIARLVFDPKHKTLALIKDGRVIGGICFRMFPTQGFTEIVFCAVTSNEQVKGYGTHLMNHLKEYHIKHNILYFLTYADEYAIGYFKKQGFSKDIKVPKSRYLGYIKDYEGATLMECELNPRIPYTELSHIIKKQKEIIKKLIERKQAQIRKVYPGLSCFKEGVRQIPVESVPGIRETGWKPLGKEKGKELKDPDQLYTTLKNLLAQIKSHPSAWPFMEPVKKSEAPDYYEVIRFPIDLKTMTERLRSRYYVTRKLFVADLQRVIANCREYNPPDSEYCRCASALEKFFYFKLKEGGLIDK
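Compounds, pin-transferred from DMSO stocks, meet 20nM GCN5L2 for 15 min before the reaction begins with H3(1-25) peptide (75uM) and acetyl-CoA (70uM). Thiol-reactive ThioGlo1 reports CoA release over 20 min at room temperature.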
TDP1 cell CPT = qHTS for Inhibitors of human tyrosyl-DNA phosphodiesterase 1 (TDP1): qHTS in cells in presence of CPT; chicken DT40 Tdp1-/-;hTDP1 cells + 20 nM CPT, ATP luminescence, 48 h; Potency, µM (titrated, usually from 46.2 µM), for the others: at the highest dose activity change, negative = growth inhibition, most hits filed as inhibitors; 12% of 420,000 active; further: nearly all actives have a fitted effect of over 55% in size
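Cell growth measured by CellTiter-Glo luminescence after a minimum 48 h, 37 C compound exposure with 20 nM CPT in Tdp1-knockout DT40 cells stably expressing hTDP1, seeded 400/well; qHTS titration format.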
FEN1 inhibitor = qHTS Assay for the Inhibitors of Human Flap endonuclease 1 (FEN1) | AID 588795, 2011 | P39748 | 0.35% of 390,000 active | Potency, µM (titrated, usually from 114 µM), for the others: at the highest dose activity change, negative = inhibition, most hits filed as inhibitors | Recombinant FEN1 flap cleavage, fluorescence, 15 min; further: nearly all actives have a fitted effect of over 65% in size
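Nuclease activity of 10 nM FEN1 was measured after 15 min of room-temperature exposure to titrated compounds, by adding 50 nM flap substrate and reading plates at 0 and 15 min.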
Active calls of the source: *; ? = inconclusive; · = no result given; & = joins results of further samples; [ ] = dose if it differs, or a comment. The call rests on the fitted dose curve; in most records, active means well fitted curve in the direction sought with a large enough effect; inconclusive means small, poorly fitted or top-dose-only effect, or another doubt; inactive means no such curve, though single readings can be large; an effect the other way counts as inactive or inconclusive. On the % scale 0 is the no-effect control and ±100 the full control effect; potency means the concentration at half of the fitted maximal effect.

SMILES	GCN5L2 inh	TDP1 cell CPT	FEN1 inhibitor
Cc1ccc(NC(=O)c2cc(S(=O)(=O)N3CCCCC3)ccc2N2CCOCC2)cc1F	-13%	-2%	-14%
OCC1(c2cc(C(F)(F)F)n[nH]2)CCCCC1	-7%	8%	-5%
CCN(c1cc(C)cc(C)c1)S(=O)(=O)c1nnc(NC(=O)c2ccccc2C)s1	-4%	?	12%
COc1ccc(C2C=C(c3cccc(OC)c3)Nc3c(C(=O)Nc4ccccc4)cnn32)cc1 (stereo unspecified)	-11%	?	-1%
COc1cc(NC(=O)c2ccccc2)c(OC)cc1NC(=O)CN1CCCCC1	3%	?	-14%
CCc1ccccc1S(=O)(=O)c1c(C)cc(C)nc1Cl	2%	-28%	13%
O=C(CN1C(=O)c2ccccc2S1(=O)=O)Nc1ccon1	0%	3%	-8%
COC(=O)Cn1c(=O)c2c(n(Cc3ccccc3)c1=O)N/C(=C/c1ccc(OC)cc1)C2=O	14%	-30%	14%
Cc1ccc(N2CC(C(=O)N3CCN(Cc4ccc5c(c4)OCO5)CC3)CC2=O)cc1 (stereo unspecified)	-1%	5%	2%
COc1ccc(C(=O)N2CCC(NC(=O)C(Cc3ccccc3OC)NC(C)=O)CC2)cc1 (stereo unspecified)	-6%	1%	0%
O=[N+]([O-])c1ccc(C=NN=Cc2ccc([N+](=O)[O-])cc2)cc1	·	-3%	-3%
O/N=C/CCn1c(=S)sc2ccccc21	-8%	-18%	0%
COc1ccc(S(=O)(=O)Nc2cc(C)on2)cc1OC	4%	-5%	4%
CCOC(=O)[C@H]1[C@H]2COc3ccc(Br)cc3[C@@H]2N2C(=O)N(c3ccc(F)cc3)C(=O)[C@@]12C	-7%	18µM*	-22%
Cc1csc(SCC(=O)Nc2c(C)n(C)n(-c3ccccc3)c2=O)n1	-17%	-3%	-2%
c1cnc2ccc3c(c2c1)COCO3	·	-22%	3%
CCc1ccccc1NC(=O)C1NC(=O)CC1c1ccccc1 (stereo unspecified)	-14%	6%	22%
Cc1coc2c1c(C)cc1oc(=O)c(CC(=O)NCCC(=O)O)c(C)c12	-23%	3%	-28%
CCC(C)NS(=O)(=O)c1cccs1 (stereo unspecified)	2%	-4%	-3%
COCCNC(=S)NNc1ccc(Cl)c(C(=O)O)c1	0%	-4%	11%
COc1ccc(CCn2c(N)c(C(=O)NCc3ccco3)c3nc4ccccc4nc32)cc1OC	?	23µM*	?
Cc1cc(N2CCN(C)CC2)nc2ccc(NC(=S)N3CCCCCC3)cc12	-11%	-4%	-9%
CN(C)CC[n+]1ccc(C(=O)c2ccccc2)cc1	-5%	4.1µM*	3%
Cc1nn(Cc2ccccc2)c(Cl)c1/C=C/C(=O)OCC(=O)N(C)C1CCS(=O)(=O)C1 (stereo unspecified)	0%	-1%	1%
COc1ccc(Br)cc1C(=O)Nc1ccc(O)cc1	1%	1%	-6%

Additional structures
SMILES	GCN5L2 inh	TDP1 cell CPT	FEN1 inhibitor
O=c1[nH]c(C2CCN(S(=O)(=O)c3ccccc3F)CC2)nc2c1nnn2Cc1ccc2c(c1)OCCO2	-10%	?	-8%
Fc1ccc(Nc2nc(-c3cccnc3)cs2)cc1	8%	-20%	22%
Cc1cc(=O)[nH]c(SCC(=O)N2CCCCC2)n1	4%	-5%	22%
CSc1cccc(NC(=O)COC(=O)C2CCN(S(=O)(=O)c3ccccc3)CC2)c1	-9%	-25%	0%
COc1c2ccoc2nc2c(OC)c(O)ccc12	-1%	-3%	-4%
Cc1c(-n2c(SCC(=O)NC(C)C(C)C)nc3ccccc3c2=O)c(=O)n(-c2ccccc2)n1C (stereo unspecified)	-6%	12%	-5%
CC1CCCCN1CCCNC(=O)c1cc(Br)c(Br)[nH]1 (stereo unspecified)	-2%	-1%	17%
Cc1csc2nc(CCNS(=O)(=O)c3ccc4c(c3)OCCO4)cn12	0%	-9%	-13%
O=C(NC1CCSC1=O)c1ccc(Oc2cccc(C(F)(F)F)c2)nc1 (stereo unspecified)	0%	-25%	4%
O=C(CN1C(=O)NC(CCc2ccccc2)C1=O)Nc1ccc(F)c(F)c1F (stereo unspecified)	-9%	26µM*	-5%
O=C(N/N=C/c1ccccc1O)C1CCCC1	-29%	?	0%
Cc1cc(C(C)(C)C)ccc1OCCN(C)C	-4%	-27%	-1%
CCOC(=O)NC(=O)/C(N=Nc1cccc(C(F)(F)F)c1)=C(\C)O	-2%	-3%	-7%
Cc1ccc(S(=O)(=O)N2CCCCC2)cc1NC(=O)COC(=O)c1ccc(O)cc1	0%	?	-1%
CCOc1ccc(OCC)c(NC(=O)c2nnn(Cc3cc(Br)ccc3OC)c2N)c1	-9%	-7%	-18%
COc1ccc(C)cc1NC(=O)CCC(=O)Nc1ccc2nc(N3CCN(C)CC3)cc(C)c2c1	1%	?	-3%
O=C1C=C(c2cccc(Br)c2)C[C@@H](c2ccc3c(c2)OCO3)C1	-11%	?	?
COc1ccccc1-c1nn(Cc2ccccc2)cc1C(=O)NCC(c1ccco1)N1CCCC1 (stereo unspecified)	-1%	?	-3%
Cc1cc(C)c(NC(=O)CS(=O)CC(=O)Nc2ccc(F)cc2F)c(C)c1 (stereo unspecified)	-2%	-24%	13%
CC(=O)Nc1cccc(NC(=O)CSc2ccc3nnc(CCNC(=O)c4ccccc4)n3n2)c1	0%	-14%	7%
O=C(COC(=O)C1(c2ccccc2F)CCCC1)N1CCN(C(=O)c2ccco2)CC1	3%	-11%	-3%
O=C(COc1ccccc1)Nc1ccc(-c2ccc(N3CCOCC3)nn2)cc1	1%	?	6%
O=C(NCc1ccc2c(c1)OCO2)c1ccccc1	-4%	-8%	-4%
COc1ccc(C(=O)NC(=S)NCc2cccnc2)cc1[N+](=O)[O-]	-1%	-26%	-4%
COc1ccc(-n2ncc(C(C)NS(=O)(=O)c3cccs3)c2C)cc1 (stereo unspecified)	?	4%	0%

More results follow:
SMILES	GCN5L2 inh	TDP1 cell CPT	FEN1 inhibitor
CCOc1cc(S(=O)(=O)NCc2ccccn2)ccc1Cl	-4%	-13%	-4%
O=C1CCC(C(=O)OCc2ccccc2)N1 (stereo unspecified)	-10%	0%	-2%
Cc1ccc(C(=O)Nc2ccc(S(=O)(=O)NC3=NCCCCC3)cc2)c(C)c1	-5%	1%	-13%
CNC(=O)c1c(NC(=O)CS(=O)(=O)c2ccc(Cl)cc2)sc(C)c1C	-18%	9.2µM*	2%
O=C(CC1Sc2ccccc2NC1=O)NCc1ccc(Cl)cc1 (stereo unspecified)	-4%	3%	1%
OCCN(CC#CC(O)(c1ccccc1)C1CCCCC1)CCO (stereo unspecified)	-4%	-3%	8%
OC[C@@H](O)[C@@H](O[C@@H]1O[C@H](CO)[C@H](O)[C@H](O)[C@H]1O)[C@H](O)[C@@H](O)CO	·	16%&3%	13%
Cc1nnc(SCC(=O)NC23CC4CC(CC(C4)C2)C3)n(N)c1=O	-9%	-9%	-14%
O=C(COC(=O)CNS(=O)(=O)/C=C/c1ccccc1)NC1CCS(=O)(=O)C1 (stereo unspecified)	-2%	8%	-2%
CCCn1c(N)c(N(CCOC)C(=O)c2cc(-c3ccco3)nc3ccccc23)c(=O)[nH]c1=O	-29%	-2%	-10%
CCN(CC)CCCNC(=O)c1cc(-c2ccc(O)cc2)on1	-5%	-4%	19%
Cc1ccc(S(=O)(=O)N(CCC(=O)Nc2ccc(OC(F)(F)F)cc2)c2ccccc2)cc1	-15%	-12%	7%
Cn1nc(C(=O)Nc2ccccc2C#N)c2c1-c1ccccc1SC2	-1%	-15%	16%
Cc1cccc(NC(=O)C2(C)CC3c4ccccc4C2c2ccccc23)c1C (stereo unspecified)	16%	?	-8%
OCCN1CCN(C(=S)c2ccc(Br)cc2)CC1	3%	-7%	11%
Cc1cc(C(=O)C(C)Sc2cccc[n+]2[O-])c(C)n1-c1ccc(Cl)cc1 (stereo unspecified)	-10%	2.9µM*	1%
Cc1ccc(Cn2ccn(Cc3ccccc3C)c(=O)c2=O)cc1	-7%	-19%	-7%
O=C(CSc1nnc(-c2c[nH]c3ccccc23)o1)N1c2ccccc2CCc2ccccc21	-8%	16µM*	-21%
Cn1c(NC(=O)C2CC2)cc(=O)n(C)c1=O	-3%	-25%	1%
Cc1ccc(Cl)cc1N1CCN(C(=O)CCC(=O)O)CC1	1%	-8%	3%
O=C(c1cc2cc([N+](=O)[O-])ccc2s1)N1CCOCC1	-3%	10%	-6%
CCCC(=O)Nc1nc2nc(C)cc(=O)n2[nH]1	-4%	2%	-1%
CCc1nnc(NC(=O)c2ccc(-c3ccc([N+](=O)[O-])cc3Cl)o2)s1	-2%	-12%	6%
CCc1ccc(/C=N/NC(=O)c2ccccn2)cc1	-11%	0%	0%
C=CCNc1nc(N)c(C(=C(C#N)C#N)c2ccc(Br)cc2)s1	-8%	?	2%

Other records
SMILES	GCN5L2 inh	TDP1 cell CPT	FEN1 inhibitor
Cc1cc(C)cc(NC(=O)CSc2nc3ccncc3[nH]2)c1	-3%	6.5µM*	-4%
CC(C)CC(NC(=O)c1ccccc1)C(=O)N/N=C/c1ccco1 (stereo unspecified)	-6%	-24%	-1%
Cc1cc(C)nc(NS(=O)(=O)c2ccc(N3C(=O)C4CCCCC4C3=O)cc2)n1 (stereo unspecified)	-3%	3%	-15%
O=C(c1nc2ccc(Cl)cn2c1CN1CCC[C@H]1CO)N1CCCCCCC1	-1%	6%	8%
CCCCn1c(N)c(N(CC(C)C)C(=O)CSCc2cccc(C)c2)c(=O)[nH]c1=O	-3%	23%	1%
c1ccn2cc(C34CC5CC(CC(C5)C3)C4)nc2c1	-3%	?	4%
Cc1ccc2[nH]c(=O)c(CN(C(=O)c3cccc([N+](=O)[O-])c3)C(C)C)cc2c1	-1%	-17%	16%
CCOC(=O)c1cnc(SC2CC(=O)N(c3cccc(OC)c3)C2=O)nc1N (stereo unspecified)	-5%	?	5%
Cc1c(Cl)cccc1NC(=O)Nc1cc(C(C)(C)C)nn1C	-2%	-2%	0%
O=C(CCNC(=O)c1ccc(Cl)cc1)Nc1cccc(S(=O)(=O)N2CCCCC2)c1	-16%	18µM*	9%
C=C/C(C)=C/C[C@H]1C(=C)CCC2[C@](C)(C(=O)O)CCC[C@@]21C (stereo partly specified)	-22%	7%	-2%
Cc1nn(S(=O)(=O)c2ccc(C(C)C)cc2)c(C)c1S(=O)(=O)N1CCOCC1	-2%	0%	-12%
Nc1ccc(C(=O)N/N=C\c2ccc(OC(=O)c3ccccc3Cl)cc2)cc1	-3%	-17%	-8%
COc1ccccc1C(=O)Nc1c(C(=O)Nc2ccccc2F)oc2ccccc12	-4%	21µM*	14%
O=C(NCc1ccccc1Cl)C1=CC=CN2CCS(=O)(=O)N=C12	2%	-7%	-2%
c1nc2sc3c(c2c2nnnn12)CCC3	-4%	-6%	-22%
Cc1ccc(NC(=O)c2cc(=O)n(Cc3ccccc3)c(=O)[nH]2)cc1C	-5%	-29%	6%
COc1ccc(OC)c(NC(=O)C2CCN(S(=O)(=O)c3cccs3)CC2)c1	-5%[0.501 µM]	-11%	2%
CCN(Cc1cccs1)C(=O)CN1C(=O)NC2(CCCc3ccccc32)C1=O (stereo unspecified)	-1%	21µM*	20%
Cc1ccc(Cl)cc1N1CCN(C(=O)C2CCN(S(=O)(=O)c3cccc4nonc34)CC2)CC1	-4%	12µM*	8%
COc1ccc2cc3c(N)nn(C(=O)Cc4ccc(Cl)cc4)c3nc2c1	-10%	-22%	6%

Some of the entries above, reformatted.
Values in the order – GCN5L2 inh, TDP1 cell CPT, FEN1 inhibitor
- O=C(CCNC(=O)c1ccc(Cl)cc1)Nc1cccc(S(=O)(=O)N2CCCCC2)c1
  -16%, 18µM*, 9%
- C=C/C(C)=C/C[C@H]1C(=C)CCC2[C@](C)(C(=O)O)CCC[C@@]21C (stereo partly specified)
  -22%, 7%, -2%
- Cc1nn(S(=O)(=O)c2ccc(C(C)C)cc2)c(C)c1S(=O)(=O)N1CCOCC1
  -2%, 0%, -12%
- Nc1ccc(C(=O)N/N=C\c2ccc(OC(=O)c3ccccc3Cl)cc2)cc1
  -3%, -17%, -8%
- COc1ccccc1C(=O)Nc1c(C(=O)Nc2ccccc2F)oc2ccccc12
  -4%, 21µM*, 14%
- O=C(NCc1ccccc1Cl)C1=CC=CN2CCS(=O)(=O)N=C12
  2%, -7%, -2%
- c1nc2sc3c(c2c2nnnn12)CCC3
  -4%, -6%, -22%
- Cc1ccc(NC(=O)c2cc(=O)n(Cc3ccccc3)c(=O)[nH]2)cc1C
  -5%, -29%, 6%
- COc1ccc(OC)c(NC(=O)C2CCN(S(=O)(=O)c3cccs3)CC2)c1
  -5%[0.501 µM], -11%, 2%
- CCN(Cc1cccs1)C(=O)CN1C(=O)NC2(CCCc3ccccc32)C1=O (stereo unspecified)
  -1%, 21µM*, 20%
- Cc1ccc(Cl)cc1N1CCN(C(=O)C2CCN(S(=O)(=O)c3cccc4nonc34)CC2)CC1
  -4%, 12µM*, 8%
- COc1ccc2cc3c(N)nn(C(=O)Cc4ccc(Cl)cc4)c3nc2c1
  -10%, -22%, 6%

A portion of the library (hit frequency here may not be typical).
